From PubChem
rCAG RNA binder – molecules binding r(CAG) RNA repeats | r(CAG) RNA repeat, TO-PRO-1 dye displacement fluorescence | inhibition, % at 3 µM | 370,000 tested, 1.3% active | AID 651821;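 active means inhibition above the plate cutoff, the mean of all test compounds on that plate plus 3 SD, cut at about 35% in these data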;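 further: 0% = DMSO alone and 100% = 100 µM mitoxantrone as full dye displacement; higher means more dye released from RNA so lower well fluorescence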
UHRF1 binding – blocks human UHRF1 binding to methylated DNA. inhibition, % at 4.4 µM. 370,000 tested, 0.75% active. UHRF1 binding to methylated oligo, TR-FRET; in the data active means inhibition above about 21%;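 further: UHRF1 SRA domain binding a hemimethylated CpG hairpin DNA probe; 0% = median of test compound wells and 100% = reference inhibitor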
SIAE inh – inhibitors of human sialic acid acetylesterase SIAE. Q9HAT2. SIAE FP-Rh probe binding, fluorescence polarization. inhibition, % at 9.66 µM. 370,000 tested, 0.69% active. AID 1053197;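 active means inhibition above a cutoff: mean of compounds within the control limits plus 3 SD of those, cut at about 17% in these data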;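 further: 0% = plate median of compound wells and 100% = probe without SIAE protein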
Target sequence (Q9HAT2 whole entry, looked up): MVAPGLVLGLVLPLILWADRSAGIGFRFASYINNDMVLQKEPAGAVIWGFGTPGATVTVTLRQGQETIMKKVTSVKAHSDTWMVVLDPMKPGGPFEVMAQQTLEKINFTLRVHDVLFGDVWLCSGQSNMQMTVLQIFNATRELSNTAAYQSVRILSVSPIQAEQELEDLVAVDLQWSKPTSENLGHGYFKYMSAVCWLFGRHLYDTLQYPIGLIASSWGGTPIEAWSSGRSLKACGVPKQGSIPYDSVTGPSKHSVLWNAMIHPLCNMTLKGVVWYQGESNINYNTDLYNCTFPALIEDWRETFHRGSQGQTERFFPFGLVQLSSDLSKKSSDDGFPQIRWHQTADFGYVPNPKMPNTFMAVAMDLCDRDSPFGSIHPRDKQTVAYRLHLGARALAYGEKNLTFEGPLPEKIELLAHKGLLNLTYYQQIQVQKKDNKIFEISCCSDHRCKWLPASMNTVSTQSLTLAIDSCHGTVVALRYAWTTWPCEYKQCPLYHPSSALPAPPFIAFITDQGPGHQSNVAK
TCR CD3 inh – inhibitors of human TCR-CD3 interaction. TAMRA-labeled TCR probe fluorescence, biochemical. inhibition, % at 9.4 µM. 360,000 tested, 0.37% active. AID 651800; in the data active means inhibition above about 19%;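 further: recombinant mutant TCR 2C K166C tagged with TAMRA read by polarization; 0% = receptor in buffer alone and 100% = receptor with positive control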
GC-A act – GC-A (human) enzyme activation; P16066; HEK293 GC-A cells, cGMP TR-FRET, EC30 ANP; 0% at EC30 ANP, 100% saturating ANP; activation, % at 10 µM; 370,000 tested, 0.14% active; in the data active means activation above about 40%
GC-B act – GC-B (human) receptor activation. 370,000 tested, 0.11% active. AID 1920062. HEK293-GC-B cells, CNP EC30, cGMP TR-FRET; 0% at EC30 CNP, 100% saturating CNP. activation, % at 10 µM. P20594;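 active means activation at 10 µM reaching about 35% in either raw or pattern-adjusted values, limit read from the data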
HTRA1 inhibitor – HTRA1 (human) protease inhibition | Q92743 | recombinant HTRA1, FP-rhodamine activity-based probe, fluorescence polarization | inhibition, % at 5.96 µM | 340,000 tested, 0.5% active; in the data active means inhibition above about 36%;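 further: 0% = enzyme with DMSO and 100% = wells lacking enzyme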
MBD2 inh – MBD2-methylated oligo binding inhibition. TR-FRET, MBD2 binding to methylated oligonucleotide. Q9UBB5. inhibition, % at 4.4 µM. 370,000 tested, 0.31% active; in the data active means inhibition above about 13%
mABHD4 FP – inhibitors of mouse ABHD4; purified mABHD4, FP-Rh probe fluorescence polarization; inhibition, % at 8.92 µM; 370,000 tested, 0.54% active;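 active means inhibition exceeding the mean over every tested compound plus 3 SD, cut at about 30% in these data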;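 further: 0% = plate median of compound wells and 100% = S159A mutant with DMSO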
Target sequence (Q8VD66 whole entry, looked up): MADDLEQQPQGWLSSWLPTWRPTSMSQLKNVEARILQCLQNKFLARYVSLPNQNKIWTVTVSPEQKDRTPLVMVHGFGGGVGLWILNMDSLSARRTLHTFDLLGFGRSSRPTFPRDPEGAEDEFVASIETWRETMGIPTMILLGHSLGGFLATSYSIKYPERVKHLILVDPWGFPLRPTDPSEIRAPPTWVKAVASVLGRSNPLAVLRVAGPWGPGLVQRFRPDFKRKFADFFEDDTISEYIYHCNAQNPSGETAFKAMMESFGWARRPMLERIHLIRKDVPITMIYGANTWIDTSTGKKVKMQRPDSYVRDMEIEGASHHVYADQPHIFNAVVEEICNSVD
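Test system: mouse ABHD4 enzyme, wild type. Reagent: FP-Rh fluorescent activity-based probe, added after compound pre-incubation. Timing: pre-incubation 45 min, probe exposure 60 min, at 25 °C. Technique: FP readout, ex 525 nm / em 598 nm. Benchmarks: high control S159A mutant with DMSO, low control median of compound wells.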
PRMT1 FP inh – blocks human protein arginine methyltransferase 1. recombinant PRMT1, activity-based probe fluorescence polarization. inhibition, % at 2.79 µM. 370,000 tested, 1.3% active. AID 652257;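 active means inhibition above about 21% made by adding two undisclosed values, limit read from the data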
The depositor's hits bear a star; / = no result given. A portion of the library; count on the stated rates, not on these rows.

molecule	rCAG RNA binder	UHRF1 binding	SIAE inh	TCR CD3 inh	GC-A act	GC-B act	HTRA1 inhibitor	MBD2 inh	mABHD4 FP	PRMT1 FP inh
Cc1c(C(=O)NCc2cccc(Cl)c2)sc(=O)n1Cc1ccc(C(=O)N(C)C)cc1	-1.1	0.7	2.5	-2.0	4.8	7.8	/	0.3	-0.9	4.1
Cc1nc(NC(=O)CSc2nc3cccnc3n2C2CCCCC2)sc1C	3.0	0.1	-1.1	-9.4	-1.1	-2.8	3.9	6.6	-21.7	4.0
O=C(Nc1cccc(NC(=O)C2C3CC4OC(=O)C2C4C3)c1)c1ccccc1 (centres undefined)	-2.0	-1.6	-5.6	6.2	1.0	1.9	-4.6	-0.9	3.2	-0.8
Cc1ccccc1NS(=O)(=O)c1ccc(C(=O)N2CCCC(C(F)(F)F)C2)cc1 (centres undefined)	-3.6	-1.5	-2.3	5.5	-1.0	-8.1	-5.8	-6.7	-5.4	-3.3
CCOC(=O)C1CCN(Cc2nc3ccccc3c(=O)n2-c2ccc(F)cc2)CC1	-5.8	0.8	1.5	-1.5	-3.8	0.9	-11.8	-4.6	-0.7	-2.0
CCOC(=O)c1cccc(NC(=O)CSc2nnnn2C)c1	0.4	1.0	-4.2	4.0	5.4	2.8	-4.1	-1.8	4.2	-0.3
O=C(CCc1nnc(C2CCCCC2)o1)NCc1ccc(F)c(F)c1	-4.0	3.2	-3.0	0.9	0.3	2.9	-0.5	-2.5	-1.8	1.9
COc1ccc(NS(=O)(=O)c2cccc(C(=O)NNC(=O)c3cccn3C)c2)cc1	18.8	8.7	-5.4	-1.2	0.1	0.0	-6.5	-1.4	0.8	0.4
COC(=O)c1ccc(CSc2ncnc3ccccc23)o1	1.0	0.9	1.1	-6.8	-4.5	8.3	0.0	-0.7	0.7	9.5
O=C(Nc1ccc(Cl)cc1)Nc1cc([N+](=O)[O-])ccc1F	1.4	1.3	7.0	5.8	5.3	3.9	1.8	2.1	2.1	0.1
COc1ccccc1OCc1nc(C#N)c(N2CCC(C(N)=O)CC2)o1	-3.7	-1.9	-0.9	4.9	-0.3	3.0	-5.1	-2.2	3.2	-0.6
CC(=O)Nc1ccccc1NC(=O)C/C(C)=N/NC(=O)C1CCCCC1	-2.0	-3.2	1.9	5.8	1.1	1.7	-0.4	-4.3	-1.2	-2.4
CCN1C(=O)C(CC(=O)Nc2ccc(OC)cc2)N(Cc2cccnc2)C1=S (centres undefined)	-1.9	0.6	-2.0	3.3	0.2	-3.0	6.0	2.9	1.3	-1.9
CCOC(=O)CC(=O)CSc1nc(-c2cccnc2)cc(C)c1C#N	2.1	-2.6	-5.5	-0.1	3.2	-0.9	-1.9	-3.5	7.4	5.1
CCN(CC)S(=O)(=O)c1cc([N+](=O)[O-])ccc1N=Nc1c(O)n(C)c2ccccc12	1.8	0.1	4.1	-2.3	-3.0	-3.1	-2.8	0.8	7.4	-2.8
O=S(=O)(Cc1ccc(Cl)cc1)N1CCN(c2ncccn2)CC1	-3.7	1.3	1.8	3.1	-4.9	-1.6	3.2	2.0	-4.2	1.3
Cc1noc(/C=C/c2ccco2)c1S(=O)(=O)N1CCC(C(=O)NCc2ccco2)CC1	23.1	0.8	4.8	0.5	1.4	4.5	-2.1	-7.6	0.9	31.6*
Cc1cccc2c(C(=O)Nn3cnnc3)cc(-c3ccccc3Cl)nc12	11.2	2.6	0.6	-6.7	2.2	1.6	-10.1	-3.9	3.1	-3.0
CCNC(=O)COC(=O)COc1ccc(Cl)cc1C	0.2	1.4	3.5	-0.7	0.9	0.7	2.0	-1.7	-2.7	3.4
COc1ccc(-c2oc3ncnc(NCCCO)c3c2-c2ccc(OC)cc2)cc1	1.8	-0.7	3.4	4.2	-9.6	2.2	-22.2	1.3	-1.6	0.9
O=C(c1ccccc1)N1CCN(c2ncccn2)CC1	-1.4	5.2	-1.9	-7.5	1.0	-1.9	-7.2	1.9	-8.6	-4.9
CCS(=O)(=O)N1Cc2ccccc2CC1C(=O)Nc1ccc(F)c(F)c1 (centres undefined)	16.1	1.3	-4.5	-0.7	5.7	-7.7	-27.4	-2.8	-5.7	-4.0
OC(COc1ccccc1)CN1CCN(Cc2ccc3c(c2)OCO3)CC1 (centres undefined)	-0.8	1.4	-2.2	4.8	1.2	-8.1	1.7	-0.9	0.0	-0.1
COc1ccc(OC)c(CN2C(=O)CSCC2(C)C(=O)NC(C)C)c1 (centres undefined)	-1.3	0.2	5.5	4.4	-1.1	6.1	/	-5.0	0.9	0.6
Cc1cc(/C=C2\NC(=O)NC2=O)c(C)n1-c1cccnc1	-0.4	-4.6	12.2	0.8	0.9	1.0	/	-5.2	6.7	-6.4

Only GC-B act and UHRF1 binding, for 2 of the compounds above:
SMILES | GC-B act | UHRF1 binding
CCOC(=O)C1CCN(Cc2nc3ccccc3c(=O)n2-c2ccc(F)cc2)CC1 | 0.9 | 0.8
CCOC(=O)c1cccc(NC(=O)CSc2nnnn2C)c1 | 2.8 | 1.0

(listing goes on)
molecule	rCAG RNA binder	UHRF1 binding	SIAE inh	TCR CD3 inh	GC-A act	GC-B act	HTRA1 inhibitor	MBD2 inh	mABHD4 FP	PRMT1 FP inh
Cc1ccc(NC(=O)C2(C)CCN2C(=O)C2(c3ccc(Cl)cc3)CC2)cc1 (centres undefined)	-1.4	-1.5	5.7	1.1	1.0	-6.1	/	-2.9	-3.9	-1.4
CN(C)/C=C/C(=O)c1ccc2noc(-c3ccccc3)c2c1	17.9	-3.7	-13.5	6.0	-7.8	10.9	-42.8	-3.3	0.3	-3.2
COc1ccc(NC(=O)CCCOc2ccc(Cl)c(C)c2)cc1S(=O)(=O)N1CCOCC1	2.8	9.9	-2.1	6.1	4.8	-4.9	-11.7	0.3	-4.6	-0.9
COc1ccccc1NC(=O)CN1C(=O)COc2ccc(S(=O)(=O)N3CCC(C)CC3)cc21	0.7	-0.2	-1.5	4.8	-2.8	-5.9	0.9	-4.2	6.3	-1.1
CCCn1nnc(NC(=O)c2ccccc2Br)n1	4.2	-1.4	5.2	1.4	2.8	4.8	3.3	-6.1	-12.7	3.5
COc1ccccc1S(=O)(=O)N(C)C[C@H]1Oc2cc(Br)ccc2S(=O)(=O)N([C@@H](C)CO)C[C@H]1C	1.9	-0.1	3.4	5.9	-2.1	-1.3	-8.5	-6.8	4.0	1.5
CCCC(NC(=O)CCc1c(C)c2cc3c4c(oc3c(C)c2oc1=O)CCCC4)C(=O)O (centres undefined)	35.8*	-3.2	-5.3	8.4	4.6	0.5	-8.1	4.5	-8.2	-5.8
Cn1cnnc1SCC(=O)NN1C(=O)NC(C)(c2ccccc2)C1=O (centres undefined)	-2.9	0.2	-1.5	2.5	4.0	1.8	8.1	2.2	-9.7	0.9
Cc1ccc(N2C(=O)CCC2(C(N)=O)c2ccccc2)cc1 (centres undefined)	-1.1	-1.0	-3.0	-0.4	1.4	3.5	3.0	0.9	-2.4	-1.9
Cc1oc(-c2ccccc2F)nc1CS(=O)(=O)CC(=O)N1CCOCC1	1.6	-0.5	-4.1	4.3	0.0	4.9	3.0	-2.7	4.6	-0.9
COCCNC(=O)C(c1ccc(C)o1)N(CC1CCCO1)C(=O)Cn1nnc2ccccc21 (centres undefined)	-3.1	5.3	-5.7	4.8	1.6	3.6	-2.7	2.3	1.3	-1.7
CCc1sc(/C=C(/C#N)C(N)=S)cc1[N+](=O)[O-]	20.4	-2.1	11.0	-1.8	-5.3	1.7	11.0	-3.8	17.9	19.1
COc1ccc2c(c1)c[n+](C)c1c3cc(OC)c(OC)cc3ccc21	18.1	-37.8	-5.9	1.4	11.1	-0.4	/	9.9	0.0	0.7
COc1cc(-c2cc(C(=O)Nc3ccc(S(N)(=O)=O)cc3)c3ccccc3n2)cc(OC)c1OC	27.7	-0.3	-48.3	-8.7	4.9	5.6	-41.9	-3.8	-38.5	3.0
CC1(C)S/C(=N/N=C/c2ccco2)NC1=O	4.5	3.8	-0.2	-3.6	0.9	4.3	2.8	1.8	0.5	1.1
C=CCn1c(SCC(=O)Nc2sccc2C(N)=O)nc2sc(C)c(C)c2c1=O	5.9	-2.7	-4.3	-1.3	-15.3	-4.3	-15.8	1.6	-13.5	-1.8
CSc1oc(-c2ccccc2)nc1S(=O)(=O)c1ccc(C)cc1	1.6	1.7	-5.0	-2.6	7.4	6.6	-19.5	1.1	7.6	0.3
Cc1ccc(-n2nnnc2-c2ccccc2)cc1	-2.1	4.2	-0.2	-8.0	-2.7	4.4	3.5	7.4	-9.9	0.4
CCOC(=O)[C@]12CCCC=C1N(Cc1ccc(OC)cc1)C(=O)[C@@H]2CC(=O)NCCCN1CCCC1=O	2.9	-1.9	-0.1	/	1.4	3.8	/	2.5	7.0	6.1
COC(=O)[C@@]1(Cc2ccccc2)[C@H]2C(=O)N(Cc3ccccc3)C(=O)[C@H]2[C@H]2CN=C(SC)N21	-1.0	0.8	-4.3	-11.1	0.7	1.5	2.4	2.2	1.8	3.9
CCCn1nnnc1NCc1cccc(Cl)c1	4.2	-0.5	4.7	6.5	-2.9	1.0	2.7	-0.3	-6.5	-2.0
CCOc1ccc(S(=O)(=O)N(C)C)cc1-c1nc2c(C(C)(C)C)nn(C)c2c(=O)[nH]1	-1.6	2.9	-12.0	-12.9	58.4*	68.5*	-7.7	7.0	-11.4	4.1
CCCn1c(N)c(N2CCCCC2)c(=O)n(CC(=O)Nc2ccccc2C(F)(F)F)c1=O	-1.8	-0.5	6.5	1.2	1.2	4.6	-1.2	-3.4	-3.5	0.1
CN(Cc1ccccc1)C(=O)OCc1cn(Cc2cccc(Cl)c2)nn1	2.6	2.9	5.4	/	1.2	7.8	/	9.9	-12.8	2.4
CN(CCCn1c(=S)[nH]c2ncccc2c1=O)Cc1ccccc1	-3.4	2.7	1.1	-7.2	-4.0	-3.8	-3.6	1.8	5.0	2.1

Later entries:
molecule	rCAG RNA binder	UHRF1 binding	SIAE inh	TCR CD3 inh	GC-A act	GC-B act	HTRA1 inhibitor	MBD2 inh	mABHD4 FP	PRMT1 FP inh
CN1CCN(C(=O)/C(=C\c2ccccc2)c2ccccc2)CC1	2.1	2.4	3.0	0.7	-0.6	-3.0	6.1	-4.0	-2.1	-0.7
COCC(C)N1CCC(Oc2ccc(C(=O)N3CCCC3)cc2)CC1 (centres undefined)	-4.7	1.0	-3.1	1.3	2.4	-1.0	0.7	0.1	3.9	-2.9
O=C(Nc1ccccc1-c1nnn(CC(=O)N2CCCc3ccccc32)n1)c1ccco1	6.1	-0.4	-11.3	3.0	-1.6	-4.0	-39.8	1.3	2.7	0.2
CCCOCC(O)CC(CC)C(=O)NNC(=S)Nc1ccccc1 (centres undefined)	-1.0	-1.0	5.8	-4.1	4.0	-1.8	3.2	-4.0	4.4	-2.3
COc1cc(-c2ccc3oc(-c4cccc(C)c4)c(C#CC4(O)CCCCC4)c3c2)cc(OC)c1OC	15.3	6.8	-28.5	1.5	2.9	-3.8	-99.7	6.4	-15.0	1.4
CCOc1ccc2c(c1)nc(SCC(=O)c1ccc(Br)s1)n2C	8.5	-0.3	1.6	5.0	4.0	-2.1	-10.2	-1.1	1.1	2.7
CCC(=O)N1CCc2cc(S(=O)(=O)N3CCN(c4ccccc4)CC3)ccc21	3.0	14.1	2.3	1.6	-2.1	2.4	-6.0	-4.4	-3.0	-1.1
